# HP1b chromo inh = HP1-beta chromodomain-methylated histone interaction inhibition | P83916 | AlphaScreen HP1-beta / biotin-H3K9me3 peptide binding | Potency, µM (highest dose often 114 µM), for the others: at the highest dose activity change, negative = inhibition, actives largely listed as inhibitors | 390,000 tested, 0.56% active; further: nearly all actives have a fitted effect of over 70% in size; inactives centre near 23
#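 Compound inhibition of the preformed complex between 50 nM HP1-beta and 50 nM biotinylated H3K9me3 peptide was read by AlphaScreen. Buffer was PBS pH 7.4 with 0.01% Tween-20. Incubations ran 30 min at room temperature, with 10 ug/mL donor/acceptor beads.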
# Pol iota inh = inhibitors of human DNA polymerase iota; 390,000 tested, 1% active; Q9UNA4; Pol iota fluorescent replication assay, 10 min; Potency, µM (doses to about 115 µM), for the others: at the top dose activity, negative = inhibition, most hits filed as inhibitors; AID 588590
#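 Pol iota at 10 nM preincubated 15 min with compounds at room temperature; reaction started with fluorescent substrate, 50 nM final. Fluorescence read kinetically at 0 and 10 min; buffer-only wells as negative control.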
# BAZ2B block = blocks human BAZ2B; Q9UIF8; AlphaScreen BAZ2B-H3K14Ac peptide displacement; Potency, µM (series often up to 114 µM), without a hit: at the top dose activity change, negative = inhibition, actives largely listed as inhibitors; 360,000 tested, 4.4% active; AID 504333; further: on the % scale 0 is the no-effect control and ±100 the full control effect; nearly all actives have a fitted effect of over 60% in size
#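 AlphaScreen displacement: compounds (up to 110uM) incubated 30 min at room temperature with a preformed 50 nM BAZ2B/50 nM biotinylated H3K14Ac peptide complex in PBS pH 7.4 with Tween-20. Donor and acceptor beads at 10 ug/mL final added, 20 min light-protected before reading.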
# Pin1 inh = blocks the human prolyl isomerase Pin1; 390,000 tested, 0.009% active; AID 504891; Potency, µM (top dose mostly 115 µM), for the others: at the highest dose activity, negative = inhibition, usual class: inhibitors; Q13526; Pin1 FP peptide displacement, HiFluor488, 10 min; active means well fitted inhibition curve with a large enough effect in the polarisation, with a control signal flat, not every such curve was filed as active; inconclusive means small, poorly fitted or top-dose-only effect, or effect the other way, or a change in a side signal; inactive means no such curve, though single readings can be large or run the other way; the % refers to the polarisation; further: on the % scale 0 is the no-effect control and ±100 the full control effect
# Target sequence (Q13526 whole entry, looked up): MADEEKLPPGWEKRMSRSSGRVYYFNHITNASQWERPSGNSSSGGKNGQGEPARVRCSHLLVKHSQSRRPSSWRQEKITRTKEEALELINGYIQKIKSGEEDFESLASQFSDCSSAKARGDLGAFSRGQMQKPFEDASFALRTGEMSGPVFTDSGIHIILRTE
# BLM helicase inh = blocks DNA unwinding by human BLM helicase. P54132. recombinant BLM DNA unwinding, fluorescence dequenching. Potency, µM (top dose mostly 56.1 µM), without a hit: at the highest dose activity change, negative = inhibition, actives largely listed as inhibitors. 350,000 tested, 0.2% active. AID 2528;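 further: plate controls were vehicle for no effect and no enzyme for full effect; nearly all actives have a fitted effect of over 35% in size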
# JMJD2A Tudor inh = inhibitors of human JMJD2A Tudor domain | AlphaScreen JMJD2A-Tudor / H3K4me3 peptide binding | AID 504339 | 390,000 tested, 4.4% active | Potency, µM (highest dose often 114 µM), for inactives: at the highest dose activity change, negative = inhibition, hits mostly inhibitors; further: on the % scale 0 is the no-effect control and ±100 the full control effect; nearly all actives have a fitted effect of over 50% in size
# G9a block = inhibitors of human histone lysine methyltransferase G9a; Potency, µM (doses to about 102 µM), for inactives: at the top dose activity, negative = inhibition, hits mostly inhibitors; 350,000 tested, 8.8% active; G9a H3K9 monomethylation, AlphaScreen, 2 h; Q96KQ7; further: on the % scale 0 is the no-effect control and ±100 the full control effect; nearly all actives have a fitted effect of over 75% in size
# Target sequence (Q96KQ7 913-1193 limits assumed): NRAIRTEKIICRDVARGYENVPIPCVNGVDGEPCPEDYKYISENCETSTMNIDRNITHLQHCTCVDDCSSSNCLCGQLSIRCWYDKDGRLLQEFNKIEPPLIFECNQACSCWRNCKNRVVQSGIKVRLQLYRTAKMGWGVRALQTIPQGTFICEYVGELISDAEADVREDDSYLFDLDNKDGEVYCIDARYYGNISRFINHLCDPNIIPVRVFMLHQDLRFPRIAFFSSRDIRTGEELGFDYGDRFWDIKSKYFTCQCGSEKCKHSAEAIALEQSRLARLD
#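 Chemiluminescent proximity detection of H3K9 monomethylation, read after 10 min bead incubation in the dark. Reaction: 20 nM G9a, 500 nM biotin-H3K9 peptide, 20 uM SAM cofactor, 2 h, room temperature, following 15 min enzyme-compound preincubation.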
# PGK inhibitor = blocks T. brucei phosphoglycerate kinase. P07378. PGK/GAPDH coupled, Kinase-Glo luminescence, 60 min. Potency, µM (top dose mostly 57.5 µM), without a hit: top-dose activity change, negative = inhibition, actives largely listed as inhibitors. 380,000 tested, 0.043% active. AID 602233; further: on the % scale 0 is the no-effect control and ±100 the full control effect; nearly all actives have a fitted effect of over 60% in size
#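 Recombinant glycosomal PGK reaction used 1,3-bisphosphoglycerate generated in-well by GAPDH (100nM final) in 100mM TEA pH 7.6, 5mM MgCl2, 0.01% Tween-20. After 60 minutes at room temperature, ATP was read by Kinase-Glo Plus luminescence end-point.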
# GLS inh = glutaminase GLS (human) inhibition. 410,000 tested, 0.21% active. Potency, µM (titrated, usually from 45.5 µM), without a hit: at the highest dose activity change, negative = inhibition, usual class: inhibitors. O94925. AID 624170. GLS enzymatic activity, qHTS titration; further: on the % scale 0 is the no-effect control and ±100 the full control effect
# Target sequence (O94925 whole entry, looked up): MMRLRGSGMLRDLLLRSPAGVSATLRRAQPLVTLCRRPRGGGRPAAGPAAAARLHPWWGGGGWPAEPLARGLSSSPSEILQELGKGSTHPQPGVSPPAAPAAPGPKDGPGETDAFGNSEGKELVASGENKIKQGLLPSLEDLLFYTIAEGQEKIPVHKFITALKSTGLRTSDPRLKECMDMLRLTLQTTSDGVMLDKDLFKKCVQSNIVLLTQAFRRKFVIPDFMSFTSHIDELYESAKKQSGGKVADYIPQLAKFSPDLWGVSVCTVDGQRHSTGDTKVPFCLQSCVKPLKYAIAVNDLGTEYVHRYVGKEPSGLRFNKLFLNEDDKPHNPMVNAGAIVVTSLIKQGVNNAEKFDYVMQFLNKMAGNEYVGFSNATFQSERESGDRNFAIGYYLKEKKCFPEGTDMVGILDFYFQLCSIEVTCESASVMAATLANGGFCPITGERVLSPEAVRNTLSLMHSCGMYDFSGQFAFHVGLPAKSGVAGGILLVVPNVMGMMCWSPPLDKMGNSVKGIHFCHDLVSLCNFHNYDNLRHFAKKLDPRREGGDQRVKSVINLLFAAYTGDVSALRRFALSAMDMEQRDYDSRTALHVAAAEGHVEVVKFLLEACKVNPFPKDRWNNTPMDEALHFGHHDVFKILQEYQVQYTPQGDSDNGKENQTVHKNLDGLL
#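 Two-point fluorescence kinetic (t0, 30 min RT) for hKGA; glutamate detected via glutamate oxidase–HRP–Amplex Red. Substrate: 1 mM L-glutamine solution; buffer 45 mM KH2PO4, pH 8.2.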
# * marks the source's active call; other numbers are inactive results; i = inactive; ? = inconclusive; nt = no result given; [ ] = remark or other dose. Unless noted, the call rests on the fitted dose curve; in most records, active means well fitted curve in the direction sought with a large enough effect; inconclusive means small, poorly fitted or top-dose-only effect, or another doubt; inactive means no such curve, though single readings can be large; an effect the other way counts as inactive or inconclusive. Potency means the concentration at half of the fitted maximal effect. This is a subset; count on the stated rates, not on these rows.
no.	structure	HP1b chromo inh	Pol iota inh	BAZ2B block	Pin1 inh	BLM helicase inh	JMJD2A Tudor inh	G9a block	PGK inhibitor	GLS inh
1	CCOc1ccc(Br)cc1C1C(C(=O)OC)=C(N)Oc2cc(N(C)C)ccc21 (stereo not given)	?	-1%	?	?	-13%	50µM*	?	8%	12%
2	COc1ccc(-c2nc3cc(NC(=O)COc4ccc(C)c(C)c4)ccc3o2)cc1	41%[activator]	25%	-10%	-1%	-2%	-7%	-2%[59 µM]	nt	-4%
3	CC1=C(C(=O)OCCCBr)C(c2ccc3c(c2)OCO3)NC(=O)N1 (stereo not given)	34%	113%[activator]	-35%	-6%	1%	-12%	50µM*	-8%	5%
4	COc1cc2c(cc1OC)CN(Cc1ccc(C)cc1)CC2	26%	81%[activator]	-8%	-1%	3%	-15%	nt	i	2%
5	Cc1ccc(NC(=O)CSc2nc3ccc(NC(=O)c4ccco4)cc3s2)cc1	13%	27%	79µM*	10%	-22%	-35%	?	-8%	-2%
6	CCOC(=O)c1ccc(NC(=O)C(CC)CC)cc1	29%	10%	19%	-2%	-4%	?	31%	-3%	-4%
7	O=C(Cn1cncn1)c1ccc(Cl)cc1	62%[activator]	-6%	-10%	1%	-3%	-10%	-19%	-6%	-7%
8	COc1ccccc1NC(=O)c1cc(N)cc(C(=O)Nc2ccccc2OC)c1	18%	11%	nt	0%	nt	-2%	nt	0%	2%

# Filtered by structure, the compounds so far with a halogen.
no.	structure	HP1b chromo inh	Pol iota inh	BAZ2B block	Pin1 inh	BLM helicase inh	JMJD2A Tudor inh	G9a block	PGK inhibitor	GLS inh
1	CCOc1ccc(Br)cc1C1C(C(=O)OC)=C(N)Oc2cc(N(C)C)ccc21 (stereo not given)	?	-1%	?	?	-13%	50µM*	?	8%	12%
3	CC1=C(C(=O)OCCCBr)C(c2ccc3c(c2)OCO3)NC(=O)N1 (stereo not given)	34%	113%[activator]	-35%	-6%	1%	-12%	50µM*	-8%	5%
7	O=C(Cn1cncn1)c1ccc(Cl)cc1	62%[activator]	-6%	-10%	1%	-3%	-10%	-19%	-6%	-7%

# (more compounds)
no.	structure	HP1b chromo inh	Pol iota inh	BAZ2B block	Pin1 inh	BLM helicase inh	JMJD2A Tudor inh	G9a block	PGK inhibitor	GLS inh
9	CCN(CC)C(=O)Sc1cccc2cccnc12	16%	9%	-8%	1%	-1%	-6%	-3%[12.7 µM]	-7%	20%
10	C=C(C)C(=O)Nc1cccc(C2=NOC3(C2)C[C@@H](C(N)=O)N(C(=O)C(=C)C)C3)c1 (stereo not given in full)	8.9µM*	50µM*	5µM*	?	-2%	7.9µM*	?	?	-8%
11	CCOc1ccc(Cl)cc1CNc1nnnn1CC	31%[activator]	-9%	-2%	-4%	-5%	-1%	nt	i	-6%
12	Cc1ccc(C)c(NC(=O)CN(C)C(=O)Cc2coc3cc(C)c(C)cc23)c1	-15%	21%	9%	8%	nt	-12%	-39%	-1%	0%
13	CCc1nc(SCC(=O)Nc2ccccc2C)n[nH]1	30%	8%	-4%	-15%	-6%	1%	nt	-4%	-4%
14	COc1cccc(C2=CC(=O)CC(C)(C)C2)n1	51%[activator]	7%	nt	-8%	nt	-4%	nt	-1%	3%
15	Cn1c(CNC2CCCCC2)c(C#N)c2ccccc21	44%[activator]	41%[activator]	2%	-3%	0%	8%	15%	-6%	-7%
16	N/C(=N\OS(=O)(=O)c1ccc(Cl)cc1)c1cccnc1	42%[activator]	29%	0%	2%	1%	-3%	?	0%	-1%
17	CC(C)(C)N(Cc1ccccc1)C(=O)CSc1ncn[nH]1	26%	38%[activator]	-14%	1%	-2%	-3%	-5%	i	7%
18	COc1ccc(CNS(=O)(=O)c2ccc(C3CNC(=O)C3)cc2)cc1 (stereo not given)	25%	-35%	-2%	-1%	-1%	6%	0%[12.7 µM]	nt	-13%
19	CSCCCN1CCCC(CO)(Cc2ccc(F)cc2)C1 (stereo not given)	37%	-13%	8%	1%	1%	-11%	18%	2%	7%
20	O=S(=O)(N/N=C/c1cccc(OC2CSC2)c1)c1ccccc1	-1%	9%	-12%	-14%	1%	-23%	?	i	16%
21	Cc1noc(C)c1C(=O)Nc1ccc(F)cc1F	16%	4%	6%	1%	0%	-16%	9%	-8%	0%
22	COc1ccccc1N1CCN(Cc2ccc(C(=O)O)cc2)CC1	45%[activator]	1%	-21%	1%	-3%	6%	7%	-11%	-6%
23	C/C(=N\O)C(C)(C)Nc1ccc(Br)cc1	36%	24%	3%	2%	-2%	-22%	-44%	2%	5%
24	O=C(COC(=O)CN1C(=O)c2cccc([N+](=O)[O-])c2C1=O)NC1CCS(=O)(=O)C1 (stereo not given)	33%	8%	3%	-1%	2%	-19%	nt	0%	-2%
25	Cc1noc(C)c1NC(=O)N(C)C[C@H]1Oc2ccc(NC(=O)Nc3ccc4c(c3)OCO4)cc2C(=O)N([C@H](C)CO)C[C@@H]1C	25%	13%	nt	-1%	nt	-9%	nt	-10%	25%
26	CC(SCc1ccccc1)C(=O)N/N=C/c1cc2c(cc1Br)OCO2 (stereo not given)	17%	10%	-28%	?	-8%	-22%	-13%[59 µM]	-2%	0%
27	COc1ccccc1OCCNC(=O)c1cc(SC)ccc1Cl	32%	-3%	-23%	0%	-2%	4%	11%[59 µM]	-10%	-7%
28	Cc1ccc(-c2noc(COC(=O)c3ccco3)n2)cc1	119%[activator]	8%	47%[activator]	5%	nt	27%	14%[59 µM]	1%	3%
29	CN(C)CCCN1C(=O)c2oc3ccc(F)cc3c(=O)c2C1c1cccnc1 (stereo not given)	6%	29%	18%	-3%	2%	-9%	?	-8%	9%
30	COC(=O)c1cn(CCOc2ccc(C)cc2)c2ccccc12	139%[activator]	15%	73%[activator]	-6%	-18%	46%[activator]	77%[activator]	1%	-3%
31	Cc1cc(C)n(-c2ccc(C(=O)OCC(=O)Nc3ccc(S(N)(=O)=O)cc3)cc2)n1	25%	2%	nt	2%	nt	-12%	nt	-8%	26%
32	Cc1cc(-c2ccc(C)c(S(=O)(=O)NCCCN(Cc3ccccc3)C(C)C)c2)on1	0%[57 µM]	3%	-13%	7%	-1%	-14%	14%	1%	2%
33	CCCNC(=O)c1nc(C)n(-c2cc(Cl)ccc2Cl)n1	-14%	36%[activator]	-2%	?	0%	-12%	14%	-4%	-13%
34	COc1ccccc1/C=N/NC(=S)Nc1cccnc1	30%	57%[activator]	-15%	-3%	-1%	-24%	1%	i	-10%
35	CCN(C(=O)CSc1cccc[n+]1[O-])C1CCCCC1	41%[activator]	30%[activator]	nt	3%	nt	-8%	nt	0%	2%
36	CN(Cc1nccn1C)C(=O)CC1C(=O)NCCN1Cc1ccccc1C(F)(F)F (stereo not given)	18%	6%	-17%	3%	-2%	-16%	50µM*	7%	-1%
37	OCCCc1nc2n(n1)C(c1ccccc1)C=C(c1ccccc1)N2 (stereo not given)	60%[activator]	-3%	-5%	?	-4%	-16%	40µM*	-2%	-2%
38	Cc1ccc(C(=O)OCC(=O)N2CCC(C)CC2)cc1S(=O)(=O)N1CCCCC1	49%[activator]	15%	-2%	0%	-2%	-4%	8%	1%	5%
39	O=C(Nc1c2c(nn1-c1ccccc1)CS(=O)C2)c1ccc(Br)o1 (stereo not given)	22%	30%[activator]	-4%	1%	0%	-7%	22%	-10%	-1%
40	CCC(C)[C@H]1CNCCN1CCCc1cc(OC)c(OC)c(OC)c1 (stereo not given in full)	22%	?	-9%	5%	nt	-17%	-1%[2.33 µM]	9%	0%
41	O=C(O)c1sccc1OCc1ccccc1	26%	74%[activator]	-27%	0%	-1%	12%	-3%	-4%	25%
42	COc1ccc(CC(=O)NCCS(=O)(=O)N2CCN(c3ccccc3)CC2)cc1OC	19%	76%[activator]	4%	-6%	nt	1%	-30%	0%	-5%
43	C/C(=N\Nc1ccc(Cl)c(Cl)c1)c1ccc(-n2ccnc2)cc1	13%	-5%	?	1%	-2%	-31%	11µM*	1%	11%
44	CCOC(=O)N1CCN(c2c(N3CCOCC3)c(=O)c2=O)CC1	22%	1%	0%	3%	3%	-17%	-8%	-1%	5%
45	C/C(=N\Nc1ccc([N+](=O)[O-])cc1)c1ccco1	-17%	46%[activator]	-29%	36%[activator]	-2%	-15%	15%[59 µM]	-8%	-15%
46	CCCOC(c1ccccc1)(c1ccc(C(F)(F)F)cc1)C(Oc1nc(C)cc(C)n1)C(=O)O (stereo not given)	40%[activator]	-23%	-8%	1%	-4%	4%	nt	-12%	12%
47	COc1ccc(OC)c(CN2CCN(C(=O)c3cc(S(=O)(=O)N4CCOCC4)ccc3C)CC2)c1	31%	31%[activator]	nt	1%	nt	0%	nt	-9%	-9%
48	CN(C(=O)COC(=O)c1ccc([N+](=O)[O-])cc1)c1ccccc1	11%	22%	-26%	-4%	-1%	-25%	-1%	-9%	9%
49	CN(C(=O)COn1nnc2ccc(S(=O)(=O)N3CCOCC3)cc21)c1ccccc1	34%	107%[activator]	8%	1%	nt	-4%	3%[0.501 µM]	-7%	-2%
50	Cc1cccc(OCC(O)CN2CCN(S(=O)(=O)c3ccc(C)cc3C)CC2)c1 (stereo not given)	17%	17%	-4%	0%	-12%	-8%	?	i	-4%
51	Cn1c(C(C(=O)NCC2CCCO2)N(C(=O)Cn2nnc3ccccc32)C2CCCCC2)nc2ccccc21 (stereo not given)	23%	25%	-7%	7%	-1%	-11%	-49%[12.7 µM]	i	-1%
52	CC(C)c1ccc(OCC(O)CN2CCCC2)cc1 (stereo not given)	41%[activator]	26%	-10%	-1%	-2%	-9%	-3%[59 µM]	i	-2%
53	COC(=O)CCCC1=CC2=CC(=O)C(C)(OC(=O)c3cccs3)C(=O)C2=CN1c1cccc(C#N)c1 (stereo not given)	5%	31%[activator]	-27%	-16%	-8%[12.4 µM]	-31%	-6%[59 µM]	1%	-5%
54	O=C(NC1CCSC1=O)C1CC(=O)N(c2ccc(F)cc2)C1 (stereo not given)	21%	32%[activator]	-7%	1%	-3%	1%	-1%[59 µM]	i	-5%
55	O=C(Nc1nccs1)c1ccc(S(=O)(=O)NCC2CCCCC2)cc1	28%	-9%[58.9 µM]	-33%	11%	-3%	-11%	4%	-9%	1%

# From PubChem
